CHO-K1 Ca antag: counter-screen for M1 antagonists: effect in parental CHO-K1 cells | ATP-induced calcium, Fluo-8 fluorescence | inhibition, % at 3 µM | 360,000 tested, 0.6% active | AID 602250;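 active = inhibition above a per-plate cutoff, the plate's mean sample inhibition plus 3 SD, cut at about 24% in these data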;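 note: 0% = DMSO plus EC80 ATP and 100% = DMSO alone without ATP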
TAAR1 antag: antagonists of human TAAR1; AID 624466; Q96RJ0; CHO RD-HGA16 TAAR1, Fluo-8 calcium fluorescence, antagonist; 360,000 tested, 1.5% active; inhibition, % at 3 µM;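 active = inhibition above a per-plate cutoff, the mean inhibition of test compounds on that plate plus 3 SD, cut at about 49% in these data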;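 note: 0% = DMSO plus EC80 beta-PEA response and 100% = DMSO alone without agonist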
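System: RD-HGA16 CHO cells with stable hTAAR1 and Gα16 | Probe or stimulus: EC80 β-phenethylamine stimulus | Dosing: 3 µM, single point | Times: Dye loading 75 min at 37 °C, then 30 min room temperature | Measured by: Fluo-8 calcium-sensitive fluorescence | Read-out basis: % inhibition of agonist calcium response | Replicates: n of 1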
V1R ag counter: activates human V1a receptor in oxytocin agonist counter-screen. P37288. CHO-V1R cells, Fluo-8 calcium fluorescence, agonist mode; 0% DMSO, 100% 3 nM vasopressin. activation, % at 3 µM. 320,000 tested, 0.25% active;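 active = activation above the mean activation of all tested compounds plus 3 SD, per screening run, cut at about 20% in these data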;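 note: signal is peak over basal fluorescence ratio across a 100 second FLIPR read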
CHO-K1 Ca PAM: counter-screen for M1 PAMs: effect in parental CHO-K1 cells; ATP EC20, Fluo-8 calcium fluorescence; 0% at ATP EC20, 100% at ATP max; activation, % at 3 µM; 360,000 tested, 0.02% active;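 active = activation above the run cutoff, the mean activation of all test compounds plus 3 SD, cut at about 40% in these data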;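 note: peak over basal fluorescence ratio in a 140 s read after ATP addition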
M1 ag: activates human CHRM1 receptor; P11229; CHO-K1 hM1, Fluo-8 calcium fluorescence, agonist mode; 0% DMSO, 100% acetylcholine EC100; activation, % at 3 µM; 360,000 tested, 0.33% active; AID 588814;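 active = activation above the run's mean compound activation plus 3 SD, cut at about 16% in these data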;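 note: peak over basal fluorescence ratio within a 140 s kinetic read after compound addition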
Target sequence (P11229 whole entry, looked up): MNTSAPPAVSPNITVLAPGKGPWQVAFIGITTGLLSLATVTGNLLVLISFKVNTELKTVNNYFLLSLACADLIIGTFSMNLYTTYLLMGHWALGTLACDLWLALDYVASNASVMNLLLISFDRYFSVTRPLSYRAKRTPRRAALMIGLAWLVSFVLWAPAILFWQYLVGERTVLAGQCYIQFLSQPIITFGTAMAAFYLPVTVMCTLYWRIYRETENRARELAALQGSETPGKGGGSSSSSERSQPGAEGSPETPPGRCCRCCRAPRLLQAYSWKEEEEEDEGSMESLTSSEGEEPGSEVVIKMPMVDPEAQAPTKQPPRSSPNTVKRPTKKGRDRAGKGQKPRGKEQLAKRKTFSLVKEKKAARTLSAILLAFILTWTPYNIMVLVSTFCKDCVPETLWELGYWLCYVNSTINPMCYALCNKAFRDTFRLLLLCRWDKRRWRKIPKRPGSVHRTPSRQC
OXTR potentiate: potentiates the human oxytocin receptor response; CHO-OTR cells, Fluo-8 calcium fluorescence, potentiator mode; 0% = oxytocin EC15, 100% = EC100; activation, % at 3 µM; 320,000 tested, 0.061% active; AID 2445;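 active = activation above that plate's cutoff, the mean activation of tested compounds plus 3 SD, cut at about 6.6% in these data, passing the limit was not always enough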;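 note: 100% uses oxytocin at 75 nM as the full agonist control; some results filed as inactive read as strong as hits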
Target sequence (P30559 whole entry, looked up): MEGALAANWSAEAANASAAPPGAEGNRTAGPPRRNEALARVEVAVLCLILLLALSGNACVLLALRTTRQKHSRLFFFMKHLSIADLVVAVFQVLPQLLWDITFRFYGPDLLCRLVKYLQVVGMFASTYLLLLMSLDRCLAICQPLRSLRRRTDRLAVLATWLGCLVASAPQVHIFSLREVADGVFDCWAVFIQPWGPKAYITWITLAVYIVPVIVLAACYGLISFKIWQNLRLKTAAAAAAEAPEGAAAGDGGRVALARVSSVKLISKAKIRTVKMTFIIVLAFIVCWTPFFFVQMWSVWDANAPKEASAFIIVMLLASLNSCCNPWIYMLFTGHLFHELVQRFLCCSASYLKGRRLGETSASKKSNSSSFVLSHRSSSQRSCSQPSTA
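Material: CHO-OTR cells, human receptor; compound dosing: single dose, 3.0 µM nominal final compound concentration; schedule: 6 min compound pre-incubation at room temperature, 100 s kinetic read; measured by: kinetic Fluo-8 calcium fluorescence; read-out basis: % activation vs EC15 and EC100 oxytocin; controls: EC15 oxytocin alone as 0%, 75 nM oxytocin as 100%; replicates: singlicate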
TAAR1 ag: agonists of human TAAR1 | AID 624467 | activation, % at 3 µM | Q96RJ0 | 360,000 tested, 0.99% active | CHO RD-HGA16 TAAR1, Fluo-8 calcium fluorescence; vehicle wells 0%, saturating PEA agonist 100%;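 active = activation above the mean activation of all test compounds in the run plus 3 SD, cut at about 38% in these data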
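Repeats: no replicates (n 1) | Material: CHO-derived RD-HGA16 cells with stable Gα16 and human TAAR1 | Technique: Kinetic Fluo-8 calcium fluorescence | Schedule: 17-24 h seeding, 75 min 37 °C dye, 30 min RT | Evaluation: % activation from peak over basal fluorescence ratio, DMSO-to-PEA scaled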
CHO parental Ca: counter-screen for OX1R antagonists: effect in parental CHO cells. 330,000 tested, 0.63% active. inhibition, % at 5.6 µM. parental CHO-K1, ATP-induced calcium, Fluo-8 fluorescence;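 active = inhibition above that plate's mean sample inhibition plus 3 SD, cut at about 26% in these data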;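 note: 0% = ATP-challenged DMSO wells and 100% = DMSO wells without ATP; some compounds past the cut are filed as inactive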
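Measured by: calcium-sensitive Fluo-8 fluorescence / Test system: CHO parental line / Controls: ATP-challenged DMSO wells low, unchallenged DMSO wells high / Measure: % inhibition / Compound: single nominal dose of 5.6 µM per compound / Replicates: single well per compound, no replicates / Reagent: ATP as calcium-mobilizing challenge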
CHO-K1 Ca ag: nonselective activator or artifact in parental CHO-K1 cells | Fluo-8 calcium fluorescence; scaled to maximal ATP response, vehicle zero | activation, % at 3 µM | 360,000 tested, 0.48% active | AID 602248; in the data active = activation above about 15%;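 note: untransfected CHO-K1 host cells lacking M1 receptor as counterscreen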
Starred values were filed as active, the others as inactive; nt = not tested or not shown.

Second line of a record: CHO-K1 Ca ag | TAAR1 ag | TAAR1 antag | V1R ag counter | OXTR potentiate | CHO-K1 Ca PAM | M1 ag | CHO-K1 Ca antag | CHO parental Ca
N#Cc1ccc(/C=C/C(=O)c2cccnc2)cc1
    0.7 | 5 | -9 | 1.0 | 10 | 13 | -1 | -6 | -1
O=c1c2ccccc2nc(N2CCN(c3ccccc3)CC2)n1Cc1ccccc1
    -0.2 | -2 | -8 | 0.3 | -6 | 6 | 1 | 11 | -32
Cc1noc(NS(=O)(=O)c2ccc(NC(=O)c3ccc(Br)o3)cc2)c1C
    -0.1 | -1 | -13 | 0.9 | 2 | 14 | 0 | -3 | -16
Cc1c(C(=O)Nc2cccc(N(C)S(C)(=O)=O)c2)cccc1[N+](=O)[O-]
    2.7 | 0 | 2 | 3.3 | -13 | 12 | -2 | -15 | -9
CCOC(=O)[C@@H]1[C@H]2COc3ccccc3[C@@H]2N2C(=O)N(c3ccc(C(F)(F)F)cc3)C(=O)[C@@]12C
    -0.2 | 18 | 6 | 0.0 | 3 | 2 | -4 | -9 | -17
Cc1ccc(C(=O)N2CCN(c3nc4ccccc4n3C)CC2)cc1
    -1.4 | 1 | -5 | 0.7 | -1 | 0 | -9 | -17 | -17
CC1(C(=O)NS(=O)(=O)c2cccc(Cl)c2)CCN1C(=O)Cc1cc(F)ccc1F (configuration not stated)
    -0.2 | 1 | -19 | nt | nt | 7 | -3 | -15 | nt
CN1CCN(C(=S)Nc2cccc(S(=O)(=O)N(C)C)c2)CC1
    0.4 | 11 | 15 | 0.2 | 4 | 1 | -4 | -7 | -14
CN(C)CCN(C(=O)C1CCN(S(=O)(=O)c2cccs2)CC1)c1nc2ccccc2s1
    0.1 | 3 | -23 | 0.8 | -10 | -10 | 0 | 3 | -5
COC(=O)N/N=C/c1cccs1
    1.1 | 7 | -2 | -0.5 | -5 | 24 | 0 | -11 | -6

Some of these compounds in order of the M1 ag value, descending:
| Structure | TAAR1 antag | OXTR potentiate | M1 ag |
| --- | --- | --- | --- |
| O=c1c2ccccc2nc(N2CCN(c3ccccc3)CC2)n1Cc1ccccc1 | -8 | -6 | 1 |
| CC1(C(=O)NS(=O)(=O)c2cccc(Cl)c2)CCN1C(=O)Cc1cc(F)ccc1F (configuration not stated) | -19 | nt | -3 |
| Cc1ccc(C(=O)N2CCN(c3nc4ccccc4n3C)CC2)cc1 | -5 | -1 | -9 |

Going on with the list:
Second line of a record: CHO-K1 Ca ag | TAAR1 ag | TAAR1 antag | V1R ag counter | OXTR potentiate | CHO-K1 Ca PAM | M1 ag | CHO-K1 Ca antag | CHO parental Ca
Cc1cc(NC(=O)CSc2cn(C)c3ccccc23)no1
    -0.6 | 4 | -19 | -0.2 | -2 | -8 | 2 | 12 | -9
COc1ccccc1/C=C/C(=O)OCC(=O)N1CCN(S(=O)(=O)c2ccc(C)cc2C)CC1
    1.1 | 8 | 31 | nt | nt | 5 | -3 | -8 | nt
O=C1CN(C(=O)c2ccccc2F)C(c2ccc(F)cc2)c2cc(Br)ccc2N1 (configuration not stated)
    1.5 | 8 | 14 | 0.2 | -9 | 3 | -5 | 1 | -31
O=C(N/N=C/c1ccco1)C1CC(=O)N(c2ccccc2)C1 (configuration not stated)
    0.3 | 1 | -14 | 0.4 | -11 | 11 | -5 | -2 | -17
Cc1ccc(Oc2nccc(-c3ccc(Cl)cc3)n2)cc1
    0.3 | 8 | 4 | 0.3 | -16 | 18 | -5 | -6 | 5
CCOC(=O)C1=C(CSc2nc3c(cc2C#N)CCC3)OC(N)=C(C#N)C1c1ccccc1 (configuration not stated)
    3.4 | 9 | -15 | 5.9 | -7 | 12 | -7 | -6 | 12
O=C(Nc1c(C(=O)NCc2ccco2)cnn1-c1ccccc1)c1cccc(F)c1
    0.6 | 3 | 12 | -0.3 | -3 | 4 | -6 | 4 | 0
Cc1cccc(OCCCn2c(CCNC(=O)C(C)C)nc3ccccc32)c1
    2.7 | 4 | 10 | 1.9 | -7 | 6 | -4 | -3 | -26
COc1ccc(C2=NN(C(=O)CCC(=O)O)C(c3ccccc3F)C2)cc1 (configuration not stated)
    0.2 | -2 | 6 | 0.1 | -2 | 8 | -3 | -4 | -8
O=C(N/N=C/c1ccccc1)c1c(O)c2ccccc2[nH]c1=O
    -0.1 | 4 | 5 | 0.7 | -7 | 14 | -5 | 7 | -1
COc1ccc([C@H]2CN(c3ccc(OC)cc3)C(=O)[C@@H]2CC(=O)Nc2ccc(Br)cc2)cc1
    0.5 | 0 | 5 | nt | nt | 12 | -2 | -19 | nt
Cc1ccc(C(C(=O)NCC2CCCO2)N(C(=O)c2snc(C(N)=O)c2N)c2ccc(F)cc2)o1 (configuration not stated)
    1.7 | 8 | 28 | 5.6 | -11 | -19 | -3 | -3 | -18
CC(C)(C)OC(=O)NC(Cc1ccccc1)C(=O)NCCCC(=O)O (configuration not stated)
    0.1 | -1 | -8 | -0.4 | -5 | 0 | -3 | -14 | -4
Cc1ccc(C)c(C(=O)CN2C(=O)NC3(CCc4ccccc43)C2=O)c1 (configuration not stated)
    0.8 | 0 | 5 | 0.3 | -1 | 22 | -4 | -22 | -16
CC(C)CCCC(C)CCOC(=O)CN1CCCC1 (configuration not stated)
    0.8 | 9 | 1 | 0.5 | -2 | 20 | -1 | -2 | -9
O=C(CN1CCN(Cc2ccc(F)cc2)CC1)NCc1ccccc1
    -0.4 | 6 | -8 | 1.0 | -5 | -9 | -8 | 5 | -7
CC(C)NC(=O)NC(=O)COC(=O)CCOc1ccccc1
    2.4 | 10 | -1 | 1.2 | 1 | 15 | 0 | -1 | 7
COc1ccc(C2CC(c3ccc(OC)cc3OC(C)=O)=NN2C(=O)c2ccccc2)cc1 (configuration not stated)
    1.0 | 0 | 7 | 0.8 | -4 | -9 | -6 | -8 | -19
Nc1ccn([C@@H]2O[C@H](C(=O)Nc3cc(C(F)(F)F)cc(C(F)(F)F)c3)[C@@H](O)[C@H]2O)c(=O)n1
    0.4 | 2 | -16 | nt | nt | 8 | -3 | -17 | nt
O=C(NNC1=Nc2cccc3cccc1c23)c1ccccc1Br
    2.9 | 3 | -2 | 2.4 | -6 | 25 | 1 | 0 | -1
Cc1nnc(N2CCCC(C(=O)NCc3cccc(F)c3)C2)c2nn(-c3ccccc3)c(C)c12 (configuration not stated)
    -1.8 | 5 | -37 | -1.4 | -6 | -9 | -6 | 0 | -33
C=CCn1c(=NC(=O)c2cccs2)sc2cc(NC(C)=O)ccc21
    0.6 | 2 | 2 | -0.7 | -1 | 11 | 1 | -7 | 4
COc1ccc(/C(O)=C2/C(=O)C(=O)N(Cc3cccnc3)C2c2ccco2)cc1OC (configuration not stated)
    0.5 | 4 | -6 | 1.3 | -5 | 6 | -2 | -9 | -10
CN(C)S(=O)(=O)c1ccc(C(=O)Nc2ccccc2F)cc1
    -0.1 | nt | nt | 0.8 | 1 | 3 | -3 | 6 | -2
O=C(NCCNc1ccc([N+](=O)[O-])cc1)c1cccs1
    1.1 | 3 | -6 | 0.1 | -5 | 9 | -3 | -9 | 4
O=C1CCCC2=C1C(c1ccc(Br)cc1)c1c([nH]c(=S)[nH]c1=O)N2 (configuration not stated)
    0.2 | 1 | -16 | -0.6 | 3 | 15 | -3 | -7 | -7
Cc1ccc(SC(C)C(=O)N2CCN(c3ccccc3)CC2)cc1 (configuration not stated)
    0.2 | 0 | 0 | 5.6 | 0 | 16 | -2 | -4 | -20
O=C(NC(=S)Nc1ccccc1N1CCCC1)c1cccc(F)c1
    0.6 | 8 | 1 | 17 | -1 | 18 | -7 | -7 | -9
CC(NC(=O)Nc1ccc(O)cc1)(C(F)(F)F)C(F)(F)F
    -0.1 | 7 | 7 | -0.4 | -5 | -6 | 0 | 9 | 6
COc1cc(CN2C[C@@H](CO)O[C@@H](n3cnc4c(N5CCCC5)ncnc43)C2)cc(OC)c1OC
    0.1 | 0 | 1 | nt | nt | -6 | -2 | -4 | nt
CCO[C@@H]1OC(C(=O)NCc2ccccc2)=C[C@H](c2ccc(Br)cc2)[C@H]1CCCO
    0.3 | 14 | 1 | 0.8 | -19 | -11 | -11 | 3 | -13
COc1cc(C(C)=O)ccc1OCC(=O)Nc1ccc2nc(C)sc2c1
    3.5 | 9 | -6 | 1.1 | 1 | 21 | -2 | -24 | -18
CC(=O)Nc1ccc(C(=O)N2CCCC(c3cc(C(=O)NCc4cccnc4)no3)C2)cc1 (configuration not stated)
    0.8 | 2 | -5 | nt | nt | 14 | -6 | -4 | nt
CCCn1c(=O)c(C(=O)Nc2ncccc2C)c(O)c2ccccc21
    0.8 | 40* | 0 | 28* | -9 | 2 | -1 | 3 | -13
CC(NC(=O)Nc1ccc2c(c1)OCO2)c1ccncc1 (configuration not stated)
    -0.5 | 2 | 18 | 0.2 | -4 | -7 | -4 | 4 | 0
Cc1ccc(NC(=O)c2cccc(F)c2)cc1S(=O)(=O)N1CCCCCC1
    1.4 | 8 | 15 | 0.2 | -17 | -11 | -8 | 19 | -41
CC(=O)c1ccc(NC(=O)C2CCC(C)(C(=O)O)C2(C)C)cc1 (configuration not stated)
    0.5 | 6 | -11 | 1.0 | 4 | 16 | -1 | -20 | -1
CCC1(c2ccccc2)NC(=O)N(CC(=O)Nc2ccc3c(c2)OCO3)C1=O (configuration not stated)
    2.4 | nt | nt | 5.1 | -5 | -4 | 4 | -3 | -5
COc1ccc(/C=N/Nc2nc3ccccc3[nH]2)cc1OC
    0.3 | 21 | 0 | -0.5 | -5 | -8 | -5 | 12 | -30
O=C(c1ccccc1)N1CCN(CC(O)Cn2ccc3ccccc32)CC1 (configuration not stated)
    1.7 | 2 | -26 | 0.0 | -2 | 3 | -5 | -10 | 7
O=C(C(=O)N1CCOCC1)c1cn(CC(=O)N2CCCCC2)c2ccccc12
    0.1 | 1 | -6 | 1.0 | 4 | -12 | -2 | 0 | -13
CC(=O)c1nn(-c2cccc(Br)c2)cc1C(=O)c1cccc2ccccc12
    0.2 | 7 | 15 | 0.5 | -2 | 11 | -5 | -6 | 0
Cc1ccccc1OCCCC(=O)Nc1ccc(N2CCOCC2)cc1
    5.4 | 8 | 13 | 3.5 | -8 | 18 | -3 | -21 | -10

Screening data as filed in PubChem.
